Vif inh: inhibitors of HIV Vif; inhibition, % at 7.49 µM; HEK293T cells, Vif self-association by quenched fluorescence, imaging, 24 h; 0.35% of 340,000 active; in the data active = inhibition above about 50%, passing the limit was not always enough; note: some results filed as inactive read as strong as hits
MITF TRPM1 inh: MITF TRPM1 promoter inhibition in SK-MEL-5 cells | SK-MEL-5 TRPM1 promoter luciferase, 24 h | inhibition, % at 12.5 µM | 0.83% of 330,000 active | AID 488899;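 active = mean inhibition across replicates of 60% or more, whatever share of single replicates reaches that level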; note: values of inactives mirror those of a sister screen read the other way
hiPSC survival: increases survival of single human iPS cells. hiPSC single-cell survival, ATPlite luminescence; 100% = ROCK inhibitor wells, 0% = DMSO. survival enhancement, % at 20 µM. 0.044% of 360,000 active. AID 602274; in the data active = survival enhancement above about 18%;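 note: cells exposed to compounds for 16 hours before the ATP read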
HIF-2a block: HIF-2a inhibition; 786-0 RCC cells HIF-2a reporter, luciferase luminescence, overnight; inhibition, % at 18.8 µM; 0.72% of 360,000 active; AID 624352;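 active = inhibition of the luminescence signal of 40% or more relative to plate controls, in a single-dose primary screen at 18.75 µM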
aDG glyco act: increases alpha dystroglycan glycosylation | Pro5-aDG cells, alpha-DG glycosylation AlphaScreen (IIH6); 0% Pro5, 100% B10-LARGE cell signal | 0.22% of 360,000 active | activation, % at 10 µM;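 active = activation of at least 8% versus controls, or a plate z-score of at least 8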;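 note: Pro5 are CHO cells carrying HIG-tagged alpha-DG that lacks glycosylation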
NR2E3 ag-1: activates human photoreceptor nuclear receptor NR2E3; GST-NR2E3/biotin-RetCOR TR-FRET, 1536-well; 0.12% of 320,000 active; Q9Y5X4; inhibition of corepressor binding, % at 4.78 µM; AID 2300;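 active = percent inhibition above the cutoff of mean plus 3 SD of all tested compounds, set per screening campaign, cut at about 20% in these data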;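 note: 0% = DMSO wells and 100% = biotin wells as full block of FRET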
Target sequence (Q9Y5X4 whole entry, looked up): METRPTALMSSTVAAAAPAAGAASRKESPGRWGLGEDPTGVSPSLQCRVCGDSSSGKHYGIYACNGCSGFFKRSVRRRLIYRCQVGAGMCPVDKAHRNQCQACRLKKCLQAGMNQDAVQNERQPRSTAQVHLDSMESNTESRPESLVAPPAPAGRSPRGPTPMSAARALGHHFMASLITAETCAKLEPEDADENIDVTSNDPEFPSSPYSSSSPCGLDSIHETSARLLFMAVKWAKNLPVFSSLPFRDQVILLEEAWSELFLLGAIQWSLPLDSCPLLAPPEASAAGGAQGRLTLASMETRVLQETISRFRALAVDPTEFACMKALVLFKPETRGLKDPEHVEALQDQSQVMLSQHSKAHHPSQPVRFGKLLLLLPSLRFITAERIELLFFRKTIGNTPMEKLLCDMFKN
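System: GST-tagged NR2E3 plus biotinylated RetCOR corepressor; Amount: 1.35 nM GST-tagged NR2E3 final; Dosing: single nominal compound dose of 4.8 µM; Schedule: 5 h incubation at 4 °C; Technique: TR-FRET with europium anti-GST and streptavidin-D2, 340 nm excitation; Controls: biotin wells as high control, 0.6% DMSO wells as low control.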
NR2E3 ag-2: activates human NR2E3 receptor; Q9Y5X4; CHO-S Gal4-NCOR/VP16-NR2E3 two-hybrid, luciferase; inhibition of corepressor binding, % at 3.98 µM; 0.35% of 360,000 active; AID 602229;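 active = inhibition above the mean of all tested compounds plus 3 SD, cut at about 70% in these data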;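 note: 0% = DMSO with NR2E3 transfected cells and 100% = cells lacking NR2E3 construct; higher means lower luciferase signal from less NR2E3 corepressor binding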
CaV13 FRET inh: Disruptors of the CACNA1D IQ motif to Ca2+-dependent inactivation inhibitor domain association, primary screening, Förster resonance energy transfer in intact living …; HEK cells, CFP/YFP FRET ICDI-IQ, plate reader, 10 min; percent FRET-ratio fall versus neutral wells; inhibition, % at 12.3 µM; 0.098% of 340,000 active; AID 743397;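 active = mean replicate inhibition of at least 30% and at least 1% of replicates passing that level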;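 note: 0% = median of the neutral control wells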
Granule exo inh: blocks lytic granule exocytosis; TALL-104 LAMP-1 surface exposure, flow cytometry; cells stimulated with thapsigargin and PMA; inhibition, % at 10 µM; 0.66% of 360,000 active; AID 651702;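 active = inhibition above about 55%, limit read from the data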
PDI inh: PDI (human) enzyme inhibition; 0.052% of 350,000 active; P07237; inhibition, % at 10 µM; PDI insulin aggregation turbidity, A650, 90 min;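 active = mean inhibition across replicates of 30% or more, whatever share of single replicates reach that level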;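 note: absorbance from insulin aggregation driven by PDI reduction with DTT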
Target sequence (P07237 whole entry, looked up): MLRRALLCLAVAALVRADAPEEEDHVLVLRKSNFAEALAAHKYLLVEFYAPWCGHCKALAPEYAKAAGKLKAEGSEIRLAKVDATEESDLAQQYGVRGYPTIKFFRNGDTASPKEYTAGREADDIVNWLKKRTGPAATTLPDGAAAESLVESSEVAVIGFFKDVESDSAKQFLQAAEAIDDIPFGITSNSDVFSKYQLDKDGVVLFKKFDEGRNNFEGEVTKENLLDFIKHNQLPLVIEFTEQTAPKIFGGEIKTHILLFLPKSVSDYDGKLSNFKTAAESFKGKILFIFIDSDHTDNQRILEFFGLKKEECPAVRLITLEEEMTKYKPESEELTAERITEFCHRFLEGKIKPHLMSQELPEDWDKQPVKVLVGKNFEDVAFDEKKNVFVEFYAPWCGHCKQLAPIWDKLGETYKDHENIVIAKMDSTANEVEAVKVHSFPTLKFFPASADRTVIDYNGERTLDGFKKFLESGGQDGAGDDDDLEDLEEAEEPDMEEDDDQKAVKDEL
Peg3 prom inh: reduces Peg3 promoter-driven luciferase expression in HeLa; HeLa PEG-Prom luciferase reporter, luminescence, overnight; inhibition, % at 20 µM; 1.7% of 360,000 active; AID 588405;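 active = inhibition of at least 50% at 20 µM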
An asterisk follows results filed as active.

The opening 5 compounds (preview)
`O=C(Cc1ccc([N+](=O)[O-])cc1)Nc1nccs1` gave Vif inh -1, MITF TRPM1 inh -6, hiPSC survival -0.3, HIF-2a block 0, aDG glyco act -0.1, NR2E3 ag-1 0, NR2E3 ag-2 19, CaV13 FRET inh -1, Granule exo inh -10, PDI inh -2 and Peg3 prom inh 6.
Screening CC1(C)N=C(N)N=C(N)N1c1ccccc1 returned Vif inh 6, MITF TRPM1 inh 19, hiPSC survival 0.8, HIF-2a block 19, aDG glyco act -0.3, NR2E3 ag-1 -3, NR2E3 ag-2 16, CaV13 FRET inh -1, Granule exo inh -1, PDI inh 10 and Peg3 prom inh 1.
For C[C@@]12CC(=O)NC1N(C(=O)c1cccc(C(F)(F)F)c1)C(c1ccccc1OC(=O)c1cccc(C(F)(F)F)c1)C2 (some centres not stated) the results were Vif inh 2, MITF TRPM1 inh 3, hiPSC survival -1.0, HIF-2a block 20, aDG glyco act 0.0, NR2E3 ag-1 -1, NR2E3 ag-2 -14, Granule exo inh 1, PDI inh -1 and Peg3 prom inh 18.
`COc1cccc(C(=O)C2CCCN(Cc3cn[nH]c3C3CCCCC3)C2)c1` (configuration not stated) gave Vif inh 3, MITF TRPM1 inh -6, hiPSC survival 0.8, HIF-2a block 13, aDG glyco act 0.4, NR2E3 ag-1 1, NR2E3 ag-2 -20, CaV13 FRET inh -4, Granule exo inh 0, PDI inh 3 and Peg3 prom inh 6.
Screening Cc1cc([N+](=O)[O-])ccc1NC(=O)c1sc2ncn(CC(=O)N3CCOCC3)c(=O)c2c1C returned Vif inh 1, MITF TRPM1 inh -3, hiPSC survival -0.5, HIF-2a block -3, aDG glyco act -0.2, NR2E3 ag-1 0, NR2E3 ag-2 -10, CaV13 FRET inh -5, Granule exo inh 0, PDI inh -5 and Peg3 prom inh -6.

The listing, from the first entry:
`O=C(Cc1ccc([N+](=O)[O-])cc1)Nc1nccs1` gave Vif inh -1, MITF TRPM1 inh -6, hiPSC survival -0.3, HIF-2a block 0, aDG glyco act -0.1, NR2E3 ag-1 0, NR2E3 ag-2 19, CaV13 FRET inh -1, Granule exo inh -10, PDI inh -2 and Peg3 prom inh 6.
Screening CC1(C)N=C(N)N=C(N)N1c1ccccc1 returned Vif inh 6, MITF TRPM1 inh 19, hiPSC survival 0.8, HIF-2a block 19, aDG glyco act -0.3, NR2E3 ag-1 -3, NR2E3 ag-2 16, CaV13 FRET inh -1, Granule exo inh -1, PDI inh 10 and Peg3 prom inh 1.
For C[C@@]12CC(=O)NC1N(C(=O)c1cccc(C(F)(F)F)c1)C(c1ccccc1OC(=O)c1cccc(C(F)(F)F)c1)C2 (some centres not stated) the results were Vif inh 2, MITF TRPM1 inh 3, hiPSC survival -1.0, HIF-2a block 20, aDG glyco act 0.0, NR2E3 ag-1 -1, NR2E3 ag-2 -14, Granule exo inh 1, PDI inh -1 and Peg3 prom inh 18.
`COc1cccc(C(=O)C2CCCN(Cc3cn[nH]c3C3CCCCC3)C2)c1` (configuration not stated) gave Vif inh 3, MITF TRPM1 inh -6, hiPSC survival 0.8, HIF-2a block 13, aDG glyco act 0.4, NR2E3 ag-1 1, NR2E3 ag-2 -20, CaV13 FRET inh -4, Granule exo inh 0, PDI inh 3 and Peg3 prom inh 6.
Screening Cc1cc([N+](=O)[O-])ccc1NC(=O)c1sc2ncn(CC(=O)N3CCOCC3)c(=O)c2c1C returned Vif inh 1, MITF TRPM1 inh -3, hiPSC survival -0.5, HIF-2a block -3, aDG glyco act -0.2, NR2E3 ag-1 0, NR2E3 ag-2 -10, CaV13 FRET inh -5, Granule exo inh 0, PDI inh -5 and Peg3 prom inh -6.
CCOc1cc2[nH]c(=S)n(CCC(=O)NC3CCCCC3)c(=O)c2cc1OCC was read as Vif inh -2, hiPSC survival 2.3, HIF-2a block 12, aDG glyco act 0.0, NR2E3 ag-2 11, CaV13 FRET inh -3, Granule exo inh -6, PDI inh 7 and Peg3 prom inh 2.
Screening CCOc1c(Cl)cc(CNc2ccc(N3CCCC3)cc2)cc1OC returned Vif inh -1, MITF TRPM1 inh 2, hiPSC survival 4.7, HIF-2a block 9, aDG glyco act 0.0, NR2E3 ag-2 -22, CaV13 FRET inh 1, Granule exo inh -1, PDI inh -9 and Peg3 prom inh -53.
Cc1ccc(NC(=S)N/N=C/c2ccc(Cl)c([N+](=O)[O-])c2)cc1 was read as Vif inh 29, MITF TRPM1 inh -9, hiPSC survival -2.2, HIF-2a block -19, aDG glyco act 0.1, NR2E3 ag-1 -1, NR2E3 ag-2 -15, CaV13 FRET inh -5, Granule exo inh -3, PDI inh 1 and Peg3 prom inh 86*.
COc1ccc(CN2C(=O)c3ccccc3C2c2nnnn2Cc2ccccc2)cc1 (configuration not stated) was read as hiPSC survival 0.2, HIF-2a block -2, aDG glyco act -0.1, NR2E3 ag-2 -3, CaV13 FRET inh -7 and Granule exo inh -2.
Screening CCOC(=O)c1c(NC(=O)CSc2c[nH]c3ccccc23)sc2c1CCC2 returned Vif inh 10, hiPSC survival 1.5, HIF-2a block 13, aDG glyco act 0.0, NR2E3 ag-1 5, NR2E3 ag-2 5, CaV13 FRET inh -3, Granule exo inh 5 and Peg3 prom inh 28.
CCC(c1nnnn1C1CCCC1)N1CCN(c2ccccc2)CC1 (configuration not stated) was read as Vif inh 13, MITF TRPM1 inh 8, hiPSC survival 2.5, HIF-2a block 13, aDG glyco act -0.2, NR2E3 ag-1 3, NR2E3 ag-2 -19, CaV13 FRET inh -3, Granule exo inh -1, PDI inh -3 and Peg3 prom inh 12.
CCCCCNC(=O)c1ccc(NS(=O)(=O)c2ccc3[nH]c(=O)[nH]c3c2)cc1 was read as Vif inh 1, MITF TRPM1 inh 7, hiPSC survival 0.3, HIF-2a block 3, aDG glyco act -0.2, NR2E3 ag-1 0, NR2E3 ag-2 -30, Granule exo inh 3, PDI inh 2 and Peg3 prom inh 9.
COc1cc(N)c(Cl)cc1C(=O)OCC(=O)N1CCc2ccccc21 was read as Vif inh -1, MITF TRPM1 inh -10, hiPSC survival 3.1, HIF-2a block -35, aDG glyco act -0.1, NR2E3 ag-1 0, NR2E3 ag-2 -6, CaV13 FRET inh -7, Granule exo inh 4, PDI inh 4 and Peg3 prom inh -33.
C[C@@H]1CNC(=O)c2c(C(=O)N[C@@H](Cc3c[nH]c4ccccc34)C(=O)OC(C)(C)C)ncn21 was read as Vif inh -11, hiPSC survival -1.8, HIF-2a block -30, aDG glyco act -0.2, NR2E3 ag-2 -16, CaV13 FRET inh -3, Granule exo inh -6, PDI inh -3 and Peg3 prom inh 7.
COc1cccc(C(C(=O)NC2CCCC2)N(C(=O)c2ccco2)c2cccc(C(C)=O)c2)c1OC (configuration not stated) was read as Vif inh 2, MITF TRPM1 inh -15, hiPSC survival -0.2, HIF-2a block -4, aDG glyco act 0.2, NR2E3 ag-1 1, NR2E3 ag-2 13, CaV13 FRET inh -7, Granule exo inh 0, PDI inh -2 and Peg3 prom inh 2.
For Cn1cccc1/C=N/NC(=O)CNc1cccc2ccccc12 the results were Vif inh 2, hiPSC survival -0.4, HIF-2a block 12, aDG glyco act 0.0, NR2E3 ag-1 0, NR2E3 ag-2 -35, CaV13 FRET inh -20, Granule exo inh -1, PDI inh 18 and Peg3 prom inh -9.
Oc1ccc(Cl)cc1CNCc1cccc2ccccc12 was read as Vif inh -2, MITF TRPM1 inh -8, hiPSC survival 5.1, HIF-2a block -71, aDG glyco act 0.0, NR2E3 ag-1 0, NR2E3 ag-2 -21, CaV13 FRET inh -10, Granule exo inh -1, PDI inh 7 and Peg3 prom inh -150.
For OCCNc1cc(-n2nc(-c3ccccc3)cc2-c2ccccc2)ncn1 the results were Vif inh -2, MITF TRPM1 inh 18, hiPSC survival 1.4, HIF-2a block -7, aDG glyco act -0.2, NR2E3 ag-1 2, NR2E3 ag-2 19, Granule exo inh -4, PDI inh 15 and Peg3 prom inh 12.
Screening Cc1ccc(-c2nnc(Nc3ccc(CC(N)=O)cc3)c3ccccc23)cc1S(N)(=O)=O returned Vif inh -5, MITF TRPM1 inh -10, hiPSC survival -0.6, HIF-2a block 21, aDG glyco act 0.1, NR2E3 ag-1 3, NR2E3 ag-2 -28, CaV13 FRET inh -5, Granule exo inh 10, PDI inh -3 and Peg3 prom inh 7.
For CCNS(=O)(=O)c1ccc(S(=O)(=O)N(Cc2ccccn2)C2CCCCC2)cc1 the results were Vif inh -7, MITF TRPM1 inh 3, hiPSC survival -3.9, HIF-2a block 16, aDG glyco act -0.1, NR2E3 ag-1 1, NR2E3 ag-2 -21, CaV13 FRET inh -4, Granule exo inh 0, PDI inh 0 and Peg3 prom inh 16.
For CCn1ncc(C2=NOC(C(=O)Nc3c(C)nn(Cc4ccc(F)cc4)c3C)C2)c1C (configuration not stated) the results were Vif inh -6, hiPSC survival -0.7, HIF-2a block 13, aDG glyco act 0.1, NR2E3 ag-1 2, NR2E3 ag-2 -5, CaV13 FRET inh -6, Granule exo inh -1, PDI inh -10 and Peg3 prom inh 9.
For Cc1cccc(N2CCN(c3nnc(C(F)(F)F)s3)CC2)c1 the results were Vif inh -3, MITF TRPM1 inh -8, hiPSC survival 0.7, HIF-2a block -22, aDG glyco act 0.0, NR2E3 ag-1 3, NR2E3 ag-2 -7, CaV13 FRET inh 3, Granule exo inh -4, PDI inh 9 and Peg3 prom inh -10.
`Nc1cc(=O)[nH]c(=O)n1Cc1ccccc1` gave Vif inh 7, MITF TRPM1 inh -10, hiPSC survival 3.4, HIF-2a block 12, aDG glyco act 0.0, NR2E3 ag-1 3, NR2E3 ag-2 -22, CaV13 FRET inh -11, Granule exo inh -2, PDI inh -2 and Peg3 prom inh 7.
`C=CCn1c(C)cc(C(=O)COC(=O)c2n[nH]c(=O)c3ccccc23)c1C` gave Vif inh -2, MITF TRPM1 inh -49, hiPSC survival -6.7, HIF-2a block -156, aDG glyco act 0.2, NR2E3 ag-2 -76, CaV13 FRET inh -2, Granule exo inh -2, PDI inh 7 and Peg3 prom inh -169.
Screening CCOc1ccc(C(C)NC(=O)Nc2ccccc2C(=O)OC)cc1 (configuration not stated) returned Vif inh -19, MITF TRPM1 inh -6, hiPSC survival 1.2, HIF-2a block 9, aDG glyco act -0.1, NR2E3 ag-1 0, NR2E3 ag-2 -5, CaV13 FRET inh -4, Granule exo inh -4, PDI inh -1 and Peg3 prom inh 24.
OC1c2cc(Cl)cc(Cl)c2N=C2CCCN21 (configuration not stated) was read as Vif inh -16, hiPSC survival 1.2, HIF-2a block 13, aDG glyco act 0.1, NR2E3 ag-2 0, CaV13 FRET inh -7, Granule exo inh 22, PDI inh 0 and Peg3 prom inh 8.
For CCN(Cc1cc2ccccc2[nH]c1=O)C(=O)C1CCCCC1 the results were Vif inh 10, MITF TRPM1 inh 0, hiPSC survival -3.3, HIF-2a block 5, aDG glyco act 0.2, NR2E3 ag-1 -1, NR2E3 ag-2 -3, CaV13 FRET inh -5, Granule exo inh 2, PDI inh 9 and Peg3 prom inh 14.
